Compound activity from PubChem.
AGP1-GFP MLPCN: yeast TOR pathway AGP1-GFP modulation; S. cerevisiae AGP1-GFP multiplex flow cytometry, 3 h; GFP as percent of DMSO wells; GFP response vs DMSO, % at 10 µM; actives 0.02% (n = 320,000); AID 2066;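 active = GFP response relative to DMSO above a set limit, near screen average plus 3 SD, cut at about 150% in these data; inconclusive = fewer than 70 cells counted for the yeast strain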;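 note: median GFP channel fluorescence of the gated AGP1 strain per well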
procasp3 activ: activators of human procaspase-3; P42574; recombinant procaspase-3 D3A, Ac-DEVD-pNA absorbance 405 nm; activation, % at 8.5 µM; actives 0.11% (n = 330,000);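 active = activation above the mean of all tested compounds plus 3 SD, cut at about 21% in these data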;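 note: 0% = DMSO alone and 100% = DMSO wells spiked with extra 5 µM PC-3 D3A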
Target sequence (P42574 whole entry D9A/D28A/D175A): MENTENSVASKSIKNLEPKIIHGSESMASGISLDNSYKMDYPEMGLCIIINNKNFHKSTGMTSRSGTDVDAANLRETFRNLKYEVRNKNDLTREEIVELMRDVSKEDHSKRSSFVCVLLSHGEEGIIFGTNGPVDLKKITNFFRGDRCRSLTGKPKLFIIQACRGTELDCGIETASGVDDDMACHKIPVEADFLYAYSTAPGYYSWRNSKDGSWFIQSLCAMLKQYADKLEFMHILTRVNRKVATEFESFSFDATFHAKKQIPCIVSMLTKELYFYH
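Test system: Procaspase-3 D3A mutant; medium: Zinc-free HEPES/NaCl buffer with 0.01% Triton X-100 at pH 7.4; reagent: DEVD-pNA substrate; doses: one concentration, 8.5 µM nominal, 0.8% DMSO; times: 1 h preincubation plus 2 h reaction at 25 °C; signal: Epi-absorbance at 405 nm of released p-nitroaniline, 0 and 120 min; replicates: singlicate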
MEP2 TOR yeast: yeast TOR pathway MEP2-GFP modulation; actives 0.51% (n = 330,000); S. cerevisiae MEP2-GFP strain, flow cytometry GFP, 3 h; 100% = DMSO control level; AID 2016; GFP response vs DMSO, % at 10 µM;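 active = GFP response versus DMSO above a set limit, roughly screen mean plus 3 SD, cut at about 180% in these data; inconclusive = fewer than 70 cells counted for a yeast strain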;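 note: median GFP fluorescence of the barcode-gated MEP2-GFP cells per well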
AHR activator: activators of human aryl hydrocarbon receptor | P35869 | AHR-responsive luciferase reporter cells, luminescence | activation, % at 5 µM | actives 2.5% (n = 320,000); in the data active = activation above about 47%;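 note: 0% = vehicle wells and 100% = reference agonist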
CIT2-GFP yeast: alters CIT2-GFP fluorescence in TOR pathway yeast screen; S. cerevisiae CIT2-GFP strain, flow cytometry, 3 h; 100 means same as DMSO wells; GFP response vs DMSO, % at 10 µM; actives 0.065% (n = 320,000);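 active = GFP response relative to DMSO above a set limit, near the screen mean plus 3 SD, cut at about 150% in these data; inconclusive = Fewer than 70 cells measured for a yeast strain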;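 note: ratio of well median GFP fluorescence to mean of DMSO wells on the plate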
RPL19A-GFP yeast: alters RPL19A-GFP fluorescence in TOR pathway yeast screen; S. cerevisiae RPL19A-GFP strain, flow cytometry, 3 h; hits give low values; percent response vs DMSO, % at 10 µM; actives 0.3% (n = 330,000);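 active = percent response vs DMSO below 50%; inconclusive = fewer than 70 events counted for the yeast strain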;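 note: median channel GFP fluorescence of the barcoded RPL19A-GFP strain; ratio of sample median GFP to plate DMSO average so 100% = DMSO; lower means less RPL19A-GFP as with rapamycin TOR inhibition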
procasp7 counter: activates human procaspase-7, counter-screen for procaspase-3 activators. P55210. recombinant procaspase-7, Ac-DEVD-pNA absorbance 405 nm; D23A/D198A/D206A triple mutant, cannot self-cleave; scale: DMSO 0, 5 µM enzyme 100. activation, % at 8.5 µM. actives 0.093% (n = 330,000). AID 463210;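 active = percent activation above the screen-wide mean plus 3 SD, cut at about 25% in these data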
Target sequence (P55210 whole entry D23A/D198A/D206A): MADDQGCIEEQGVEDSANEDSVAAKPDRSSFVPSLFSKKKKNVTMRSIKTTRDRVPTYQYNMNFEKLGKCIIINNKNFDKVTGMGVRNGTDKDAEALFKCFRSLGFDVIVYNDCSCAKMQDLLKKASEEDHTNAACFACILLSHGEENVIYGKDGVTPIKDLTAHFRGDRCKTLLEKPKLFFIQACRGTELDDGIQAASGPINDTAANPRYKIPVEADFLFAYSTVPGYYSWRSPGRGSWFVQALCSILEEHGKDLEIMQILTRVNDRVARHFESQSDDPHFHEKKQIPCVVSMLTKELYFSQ
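buffer or medium = Zinc-free HEPES/NaCl buffer, pH 7.4 | material = Procaspase-7 triple mutant (PC-7 D3A) | input = 2 µM procaspase-7 mutant as dispensed | signal = Epi-absorbance of released pNA at 405 nm, two timepoints | timing = 1 h preincubation, 2 h reaction | replicates = singlicate compound testing | evaluation = % activation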
LAP4-GFP MLPCN: modulators of TOR pathway LAP4-GFP in S. cerevisiae | S. cerevisiae LAP4-GFP multiplex, flow cytometry GFP, 3 h; median GFP as percent of DMSO wells | GFP response vs DMSO, % at 10 µM | actives 0.34% (n = 320,000) | AID 2023;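 active = GFP response vs DMSO above a set limit, about the screen mean plus 3 SD, cut at about 150% in these data; inconclusive = under 70 cell events counted for the yeast strain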
An asterisk follows results filed as active; ? = inconclusive; . = no result given; [ ] = another dose, or the depositor's remark.

Compound	MEP2 TOR yeast	RPL19A-GFP yeast	CIT2-GFP yeast	procasp7 counter	AHR activator	procasp3 activ	AGP1-GFP MLPCN	LAP4-GFP MLPCN
CC(=O)N1CCOc2ccc(S(=O)(=O)N3CCC(C(=O)Nc4ccccc4F)CC3)cc21	99	100	99	3	1	-2	103	95
CSc1cccc(NS(=O)(=O)c2ccc(C(C)=O)cc2)c1	100	99	100	7	3	8	107	107
CCC(C)Nc1nc(N)c([N+](=O)[O-])c(Nc2cc(OC)ccc2OC)n1 (configuration not stated)	265*[may fluoresce violet]	77[may fluoresce violet]	.	-5	80*	-8	.	.
NC(=O)c1ccsc1NC(=O)COC(=O)c1cnccn1	99	98	101	9	1	-2	95	95
COc1ccc(CN2CCNC(=O)C2CC(=O)NC2CCCC2)cc1OC (configuration not stated)	107	106	118	-1	3	4	103	103
O=C(O)CCCc1ccccc1	110	109	110	-1	-1	2	112	97
CN1C(C(=O)NCc2cccs2)=CC(c2ccc(F)cc2)=NS1(=O)=O	103	99	103	13	2	8	103	102
CCCNC(=O)c1cc(S(=O)(=O)N2CCCCC2)c[nH]1	103	99	106	10	0	0	105	104
CCOC(=O)N1CCC(N(C(=O)Nc2cccc(OC)c2)C(C)CC)CC1 (configuration not stated)	100	97	93	2	12	7	100	99
CC1CCC2(CC1)NC(=S)N(c1ccccc1)N2 (configuration not stated)	116	113	135	-19	7	-12	108	87
COc1ccc(C(c2sc3nc(C)nn3c2O)N2CCc3ccccc3C2)cc1 (configuration not stated)	98	98	94	-34	3	-26	93	103
CCC(C)C(=O)N1c2ccccc2C(=C2SC(C(=O)OC)=C(C(=O)OC)S2)C(=S)C1(C)C (configuration not stated)	91	97	.	-1	-2	-14	94	95
CCN(CC)C(=O)CSc1nnc([C@@H](N)Cc2ccccc2)o1	105	.	112	0	1	-3	106	106
Nc1nnc(-c2ccc(Cl)cc2)s1	92	95	96	-12	0	3	93	99
O=C(NCCCN1CCOCC1)c1cc(-c2ccc(F)cc2)no1	108	96	100	2	9	7	96	100
CCOc1ccc(NC(=S)C(C#N)=C2N(C)c3ccccc3N2C)cc1	88	88	88	-3	3	-5	92	103
CCOC(=O)C1=C(C)N[C@@]2(O)c3ccccc3C(=O)[C@@]12O	102	98	103	-8	4	3	101	94
Cc1c(N=Cc2cccs2)c(=O)n(-c2ccccc2)n1C	97	99	98	2	-3	2	101	99
CCCCC(=O)Nc1sc2c(c1C(=O)OCC)CCC(C=O)=C2Cl	158[may fluoresce violet]	85[may fluoresce violet]	?	-25	1	-9	21[may fluoresce violet]	111[may fluoresce violet]
Cc1ccc(S(=O)(=O)NC(=NC(C)C(=O)O)c2ccccc2)cc1 (configuration not stated)	91	89	89	9	-2	7	85	83
O=C(Nc1cccnc1)C1(F)C(F)(F)C(F)(F)C(F)(F)C(F)(F)C1(F)F	106	.	88	-4	4	-7	96	98
c1ccc(N2CCN(Cc3cn4cccnc4n3)CC2)cc1	104	101	101	-4	-1	-7	96	105
COC(=O)c1nc(N)sc1-c1ccc(Cl)c(Cl)c1	?	83	89	7	5	-1	?	81
O=c1[nH]cnc2scc(-c3ccsc3)c12	100	100	104	11	1	2	98	103
CCn1c2c(c(=N)c3c1CCC3)CCCC2	95	92	94	10	6	-4	104	103
O=C1c2ccccc2C(=O)N1c1cccnc1	100	104	104	3	-4	4	105	99
Cc1cc(C)c(NC(N)=S)c(C)c1	94	97	91	3	0	12	104	107
COc1ccccc1C(=O)NC(=S)NC12CC3CC(CC(C3)C1)C2	95	96	99	-4	4	-2	88	82
Cc1cc(N2CCCCC2)n2nc(C)c(-c3ccccc3)c2n1	102	96	107	-1	9	-3	104	103
Cc1nnc(NC(=O)CCC(=O)N2CCC(C)CC2)s1	98	94	98	-10	1	3	93	91
CN(C)CCn1c(=S)[nH]c2ccc(Cl)cc2c1=O	102	97	93	-12	0	-2	101	99
Cc1nc2ccccc2nc1Nc1cccc(Cl)c1	102	90	94	2	14	8	90	.
CCC(Sc1ccccn1)C(=O)Nc1nnc(C)s1 (configuration not stated)	98	96	92	2	2	3	97	105
Cc1ccc(/C=C2/NC(=O)N(c3ccccc3)C2=O)o1	99	98	107	7	-1	-1	94	105
O=C(NCc1ccccn1)c1ccc(CNS(=O)(=O)c2cccc(C(F)(F)F)c2)cc1	97	97	102	9	0	7	100	101
Cc1cc(NC(=O)CCN2CCN(Cc3ccccc3)CC2)ccc1Br	88	98	98	0	7	-11	94	83
O=C(CN1C(=O)CCS(=O)(=O)c2ccccc21)Nc1cccc(F)c1	98	92	97	12	0	-1	95	95
COc1ccc(C(=O)NCCCc2nc3ccccc3n2Cc2cc(C)ccc2C)cc1OC	94	103	116	4	1	-3	108	97
CC1CCN(CCCNC(=O)CN2C(=O)CSc3ccc(S(=O)(=O)N4CCCCC4)cc32)CC1	97	100	101	1	-2	-2	104	95
Cc1c(C(=O)OCC(=O)N2CCCC(C)C2)oc2ccccc12 (configuration not stated)	98	102	99	9	0	13	101	111
COc1ccc(NC(=O)c2ccc3nccnc3c2)cc1	108	103	106	20	21	-4	97	109
CC(C)CC1NC(=O)N(CC(=O)N2CCCc3ccccc32)C1=O (configuration not stated)	97	94	101	9	0	9	98	98
CCN1CCN(CCCCSc2ccccc2)CC1	99	104	105	-3	2	13	101	88
Cc1sc(-n2cccc2)c(C(=O)O)c1C	98	96	86	-12	-2	-11	93	129
Nc1c(-c2ccc(Cl)cc2)cnc2ncnn12	99	98	102	19	0	5	104	98
Cn1cccc1/C=N/NC(=O)c1cc2ccccc2cc1O	99	105	96	-4	6	-1	102	92
CC(C)(C)C(=O)c1sc(Nc2ccccc2)nc1N	102	93	85	9	4	-3	90	107
COc1ccc(CCNC(=S)Nc2cc(C)ccc2C)cc1	97	100	89	-4	-3	15	106	107
O=C1OCCC1Sc1nc2ccccc2c(=O)n1Cc1ccccc1 (configuration not stated)	93	92	98	-2	-2	1	82	88
CC(=O)NC(CC(=O)OC(C)C(=O)Nc1ccc(Cl)cn1)c1ccccc1 (configuration not stated)	94	85	82	3	-1	-5	87	87

Continued.
Compound	MEP2 TOR yeast	RPL19A-GFP yeast	CIT2-GFP yeast	procasp7 counter	AHR activator	procasp3 activ	AGP1-GFP MLPCN	LAP4-GFP MLPCN
Cc1ccccc1OCCCC(=O)Nc1ccc2c(c1)OCO2	108	105	98	4	2	1	106	110
CC1Cc2ccccc2N1C(=O)C1CCN(S(=O)(=O)c2cccs2)CC1 (configuration not stated)	110	102	95	-7	2	-1	105	102
CC(=O)c1cc(OC(=O)c2ccncc2)ccc1OC(=O)c1ccncc1	76	83	84	7	8	8	.	85
Nc1c2c(nc3ccccc13)N(c1ccccc1)CC2	108	97	103	9	143*	0	105	105
CCC(C)(C(=O)NC1CCCC1)N(C(=O)c1ccccn1)c1ccc(C)cc1 (configuration not stated)	134	104	111	10	1	-3	109	107
CCCc1nc2ccccc2c(C(=O)OCC(=O)c2ccc3c(c2)NC(=O)CO3)c1CC	104	104	.	8	1	4	110	98
CCOC(=O)c1cccc(NC(=O)C(C)N2C(=O)c3ccccc3C2=O)c1 (configuration not stated)	105	98	107	2	10	10	102	110
CCCCOc1ccc(C(=O)N2CCNC(=O)C2CC(=O)OC(C)C)cc1 (configuration not stated)	112	102	106	10	1	2	97	100
COc1cc2c(cc1NC(=O)CSc1ccccc1)oc1ccccc12	114	113	106	-2	41	6	105	108
Cc1nnc(N(C)C(=O)c2ccccn2)s1	101	99	99	5	-2	3	100	106
COc1ccc(CCNS(=O)(=O)c2ccc3c(c2)NC(=O)C(C)S3)cc1OC (configuration not stated)	89	90	89	-2	1	10	86	81
CC(C)NC(=O)COCc1cc(-c2ccc3c(c2)OCO3)on1	104	102	101	-9	14	-8	95	84
CC(C)N1CCN(Cc2ccc(C#CC(C)(C)O)cc2)CC1CCO (configuration not stated)	106	106	100	-3	2	7	98	86
COc1ccc2c(c1)c(C(C)=O)c(C)n2-c1ccccc1OC	100	80	95	1	4	-5	91	151*
CCCn1c(SCC(=O)NNC(=O)c2ccc(OC)cc2)nnc1C(C)C	86	102	101	-4	-1	7	99	101
COc1ccccc1CNC(=O)c1cc(S(=O)(=O)N2CCCC2)cn1C	95	103	99	-3	-2	-2	101	101
O=C(c1cccc([N+](=O)[O-])c1)n1nc(-c2ccccc2)nc1NCc1ccccc1	96	98	103	-1	4	-3	95	91
C=CCn1c(SCc2c(C)noc2C)nc2sc3c(c2c1=O)CCCCC3	94	95	97	0	-1	0	94	94
Cc1ccc(NC(=O)CCCC2CCCCC2)c(O)c1	99	101	99	6	12	0	98	91
O=C(NC(=S)Nc1ccccc1N1CCOCC1)c1ccccc1F	102	100	91	2	95*	3	93	99
CC(C)C(C)(C#N)NC(=O)CSc1nc2scc(-c3ccc(F)cc3)c2c(=O)n1Cc1ccccc1 (configuration not stated)	101	104	98	3	1	-7	100	99
CC(=O)N(C(C)=O)c1c(N2CCOCC2)c2ccccc2oc1=O	98	98	106	9	2	-1	101	96
COc1ccc(/C=N/c2c(-c3ccc(OC)cc3)nc3n2CCS3)cc1	95	93	96	4	-1	-1	90	94
CCSc1nc(N)c(C#N)c(-c2ccccc2Cl)c1C#N	103	97	94	-6	2	0	99	104
CCNc1nc(NCC)nc(N/N=C/c2ccccc2)n1	111	100	95	2	8	-2	94	94
COC(=O)c1ccc(COc2ncnc3sccc23)cc1	101	105	91	-7	2	1	106	109
CCOC(=O)C1(CCOc2ccccc2)CCN(CC=C(C)C)CC1	105	103	102	6	-3	4	97	94
O=C(/C=C/c1ccccc1)N1CCN(c2ccc([N+](=O)[O-])c(N3CCOCC3)c2)CC1	96	95	92	-12	3	-5	95	94
CN(C)CCCOc1cccc(Cl)c1	103	106	107	5	5	6	103	98

Record cards (already shown). Order of screens: MEP2 TOR yeast, RPL19A-GFP yeast, CIT2-GFP yeast, procasp7 counter, AHR activator, procasp3 activ, AGP1-GFP MLPCN, LAP4-GFP MLPCN
Profile of CC(=O)N1CCOc2ccc(S(=O)(=O)N3CCC(C(=O)Nc4ccccc4F)CC3)cc21 = 99, 100, 99, 3, 1, -2, 103, 95
Profile of O=C(NCc1ccccn1)c1ccc(CNS(=O)(=O)c2cccc(C(F)(F)F)c2)cc1 = 97, 97, 102, 9, 0, 7, 100, 101
Profile of CCNc1nc(NCC)nc(N/N=C/c2ccccc2)n1 = 111, 100, 95, 2, 8, -2, 94, 94
Profile of COC(=O)c1nc(N)sc1-c1ccc(Cl)c(Cl)c1 = ?, 83, 89, 7, 5, -1, ?, 81
Profile of Cc1nnc(NC(=O)CCC(=O)N2CCC(C)CC2)s1 = 98, 94, 98, -10, 1, 3, 93, 91
